Compound activity (PubChem BioAssay)
Pf Dd2 inh: Plasmodium falciparum Dd2 growth inhibition. P. falciparum Dd2 growth, SYBR Green, 72 h. Potency, µM (highest dose often 28.9 µM), inactives show top-dose activity, negative = inhibition, most hits filed as inhibitors. 120,000 tested, 4.3% active. AID 1347417; active = well fitted inhibition curve with a large enough effect; inconclusive = small, poorly fitted or top-dose-only effect; inactive = no such curve, though single readings can be large or run the other way;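 also: plate controls were DMSO vehicle for no effect and reference drug for full effect; nearly all actives have a fitted effect of over 65% in size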
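Infected erythrocytes (Dd2, 0.3% parasitemia, 2.5% hematocrit final) are added to compound in RPMI-1640/Albumax II medium, grown 72 h at 37C in low oxygen, then lysed with saponin/Triton-X containing SYBR Green and read by fluorescence.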
Starred values were filed as active, the others as inactive; i = inactive; ? = inconclusive; & = joins results of further samples; [ ] = remark or other dose. Potency is read from the fitted curve at half-maximal effect. This is a subset; rates above refer to the full screens.

The opening 5 records, ahead of the listing:
SMILES	Pf Dd2 inh
C#CCn1c(C2CC(=O)N(c3ccc(OC)cc3)C2)nc2ccccc21 (stereo unspecified)	24.6%
Cc1ccc(O)c(CN2CC[C@@H](c3ccc(F)cc3)[C@H](O)C2)c1	?
O=C(N[C@@H]1CCOC[C@H]1Oc1ccccn1)c1cccc2c1OCCO2	4.5%
c1cc2nc(-c3ccsc3)[nH]c2cn1	?
O=C(c1ccc2c(c1)OCO2)N1C[C@@H]2C[C@H](C1)c1ccc(-c3cccc(C(F)(F)F)c3)c(=O)n1C2	-16.0%

Main list (from the top)
SMILES	Pf Dd2 inh
C#CCn1c(C2CC(=O)N(c3ccc(OC)cc3)C2)nc2ccccc21 (stereo unspecified)	24.6%
Cc1ccc(O)c(CN2CC[C@@H](c3ccc(F)cc3)[C@H](O)C2)c1	?
O=C(N[C@@H]1CCOC[C@H]1Oc1ccccn1)c1cccc2c1OCCO2	4.5%
c1cc2nc(-c3ccsc3)[nH]c2cn1	?
O=C(c1ccc2c(c1)OCO2)N1C[C@@H]2C[C@H](C1)c1ccc(-c3cccc(C(F)(F)F)c3)c(=O)n1C2	-16.0%
Cc1cccc(N(C)C(=O)Cn2c(=O)n(-c3ccc(F)cc3)c(=O)c3c2cc(C)n3C)c1	-19.6%
CCN1c2cc(C(=O)Nc3ccc(F)c(F)c3)ccc2C(=O)N2CCCCCC21 (stereo unspecified)	-3.5%
Cc1ccc(C)c(NC(=O)Cn2nc3n(c2=O)CCCC3)c1	i
COc1ccc(Cl)cc1NC(=O)CSc1nnc(C)n2c1cc1occc12	?
Cc1ccc(C(=O)NC2CCN(C(=O)N3CC4CC(C3)[C@H]3CCCC(=O)N3C4)CC2)cn1 (stereo partly specified)	-23.8%
COCCNC(=O)CCC[C@@H]1[C@H]2CCCN3CCC[C@@H](CN1Cc1ccccc1)[C@@H]23	?
O=C(COc1ccccc1)Nc1ccc([C@@H](O)[C@H]2COCC(=O)N2Cc2ccccc2F)cc1	?
O=C1CCN(C(=O)COc2ccccc2)CCCCCCN1	-15.1%
Cc1cnc(C2CC2)n1C1CCCN(C(=O)C2CCC2)C1 (stereo unspecified)	?
CCOc1ccc(-c2cn3c(n2)sc2cc(C(=O)NCCCN4CCCCC4)ccc23)cc1	2.51µM*
O=C(CCc1nnn2c1CN(C(=O)C1CCCC1)CC2)N1CCOCC1	19.5%
CCC(=O)N1CCC(Oc2ccc(NC(=O)Cc3ccncc3)cn2)C1 (stereo unspecified)	-20.2%
Cc1cccc(C(=O)N2CCC(C(NC(=O)c3ccccc3)C(=O)N3CCCCC3)CC2)c1 (stereo unspecified)	11.2µM*
COc1ccccc1CNC(=O)c1cccc(N2CCCS2(=O)=O)c1	52.9%[activator]
O=C(Nc1ccc(S(=O)(=O)Nc2ncccn2)cc1)c1ccccc1Cl	51.7%[activator]
COc1ccc([C@H]2C[C@@H](O)[C@@H](O)[C@@H]2NC(=O)c2cccnc2Oc2ccccc2)cc1	i
Cc1nnc(-c2cc(-c3cccc(N(C)C)c3)ccn2)n1Cc1ccccc1	?
COC(=O)c1c(NC(=O)c2cc(=O)c3cc(C)cc(C)c3o2)sc2c1CCC2	51.1%[activator]
CC(C)C1=NOC2(CCCN(Cc3ccc(C(F)(F)F)cc3)C2)C1 (stereo unspecified)	7.2%
COc1cccc(CNC(=O)CN2C(=O)NC3(CCC(C(C)(C)C)CC3)C2=O)c1 (stereo unspecified)	?

Shown with bars between the fields: part of the list above
smiles | Pf Dd2 inh
COCCNC(=O)CCC[C@@H]1[C@H]2CCCN3CCC[C@@H](CN1Cc1ccccc1)[C@@H]23 | ?
Cc1cnc(C2CC2)n1C1CCCN(C(=O)C2CCC2)C1 (stereo unspecified) | ?

Other entries
SMILES	Pf Dd2 inh
O=C(Cn1ccn2nc3c(c2c1=O)CCCCC3)Nc1ccc(F)c(F)c1	i
CCCN(Cc1nccn1C)C(=O)c1sc(C(C)C)nc1C	-7.2%
Cc1ccc(-c2nnc(Nc3ccc(Br)cc3)c3ccccc23)cc1S(=O)(=O)N1CCN(C)CC1	5.62µM*
O=C1NC(=NC2CCCC2)C2(CCN(Cc3ccncc3)C2)N1c1cccnc1 (stereo unspecified)	-22.2%
Cc1ccc2c(c1)nc1n2[C@@H](CNCc2nc3ccccc3n2C)COC1	i
Cc1nn(-c2ccccc2)c(Oc2cccc(F)c2)c1CCC(=O)NC(C)C	i
Cn1cc([C@@H](NC(=O)c2scc3c2CCCC3)C2CC(O)C2)cn1 (stereo partly specified)	-1.1%&-8.1%
COCCNC(=O)C1(C)CCc2cnc(NCc3ccccc3)nc21 (stereo unspecified)	10.6%[44.1 µM]
Cc1ccccc1NC(=O)N1c2ccccc2CC1c1noc(C2CCOCC2)n1 (stereo unspecified)	i
COc1ccc2[nH]c(=O)c(CCC(=O)NC(C)c3cn(C)nc3C)cc2c1 (stereo unspecified)	2.9%
Clc1cccc(CN2CC(CNc3cccnc3)C3(C2)CN(c2ccccc2)C3)c1 (stereo unspecified)	?
CCOc1ccc(NC(=O)CCn2cccn2)cc1	14.9%
CCCSC1=NC2(CCN(C(=O)NC3CCCCC3)CC2)N=C1c1ccc(Cl)cc1	6.7%
Cc1ccc(-n2c(C3CCN(C(=O)Cc4ccccc4)CC3)n[nH]c2=O)cc1	?
Cc1ccccc1C(=O)NC1CCCN(c2cc(-c3ccccc3)[nH]n2)C1 (stereo unspecified)	i
COCC1CN(C(=O)NCc2ccc(F)cc2)CC12CCNCC2 (stereo unspecified)	7.7%
COc1ccc(-c2c(C)c3cc(OC(=O)N4CCOCC4)ccc3oc2=O)cc1	-17.4%
Cc1ccccc1NC(=O)CCOc1ccccc1	-14.8%
CCOC(=O)CSc1nc2ccc(NC(=O)COc3ccc(F)cc3)cc2s1	14.6%
CCOc1ccc(-c2cc(NC(=O)c3ccccc3)c(C(=O)OC)s2)cc1	-7.3%
CC(C)CCN1CCC(N2CCN(S(=O)(=O)c3cccc(C(F)(F)F)c3)CC2)C1=O (stereo unspecified)	?
Cc1cccc(-c2ccccc2C=O)c1	11.2%[44.1 µM]
Cc1ccc2nc(NC(=O)Cn3nc4c(cc3=O)CCCCC4)sc2c1	2.7%
CSCC[C@@H]1NC(=O)c2cc(NC(=O)c3cccc4c3ccn4C)ccc2NC1=O	i
COc1ccccc1NC(=O)NCc1cccn1Cc1ccccc1	-0.2%

The closing 2 compounds of the section before are carried over, then new ones follow:
SMILES	Pf Dd2 inh
CSCC[C@@H]1NC(=O)c2cc(NC(=O)c3cccc4c3ccn4C)ccc2NC1=O	i
COc1ccccc1NC(=O)NCc1cccn1Cc1ccccc1	-0.2%
O=C(COc1ccc(F)cc1)NC1CCN(c2cc(-c3ccccc3)[nH]n2)CC1	-12.6%
O=C(c1ccncc1)N1CCN(C(=O)c2nnn3c2COC(c2ccc(Cl)cc2)C3)CC1 (stereo unspecified)	-0.7%
COc1cccc(CNC(=O)CN2C(=O)CSc3c2c(C)nn3-c2ccccc2)c1OC	-11.9%
Cc1cc(=O)n(Cc2cccc(Br)c2)c2c1c(C)nn2-c1ccccc1	-1.6%
Cc1cccc(N2CCN(C(=O)c3cc4c(=O)[nH]c5ccc(C)cc5c4s3)CC2C)c1 (stereo unspecified)	?
O=C([C@H]1C[C@H](Oc2ccccc2)CN1C(=O)c1ccccc1)N1CCOCC1	-7.8%
Cc1c(F)cccc1NS(=O)(=O)c1cccs1	36.6%[activator]
Cc1ccsc1C(=O)N1CCC(Cc2nc(C3CCOCC3)no2)CC1	27.3%
O=C(c1cc[nH]c(=O)c1)N1C[C@@H](COCC2CC2)[C@H](c2ccccn2)C1	9.1%
O=c1[nH]nc2n1CCN(Cc1ccc3c(c1)CCO3)CC2	10.3%
COc1ccc(CNC(=O)c2cnn(-c3ccc(C)cc3)c2C2CCN(C(=O)OC(C)(C)C)CC2)cc1	?
CC(C)c1cc(CN(C)C(=O)CN2C(=O)OC[C@@H]2c2ccccc2)no1	-15.3%
COc1cccc(CNC(=O)CN2C(=O)N(c3ccc(C)cc3C)S(=O)(=O)c3ccccc32)c1OC	?
CN1CCC(C(=O)N2CC(F)(F)C[C@H]2c2nc(C3CC3)no2)CC1	?
N#C/C(=C/c1ccc(O)cc1)c1nc(-c2ccc(-c3ccccc3)cc2)cs1	?
O=C(NCCc1ccc(Cl)cc1)c1nc(-c2ccc(Cl)nc2)c2cnccn12	8.91µM*
Cc1ccccc1N1CCN(C2CCCN(C/C=C/c3ccc(F)cc3)C2)CC1 (stereo unspecified)	?
CC(=O)c1ccc(N2CCN(S(=O)(=O)c3ccc4c(c3)CC(C)N4C(=O)C3CCC3)CC2)cc1 (stereo unspecified)	?
CCOc1ccc(N(CC)C(=O)c2noc3c2COc2ccc(C)cc2-3)cc1	-6.4%
C=CCNC(=O)c1coc(COc2ccc3c(c2)C(c2ccc(C)cc2)N(C(=O)C2CC2)CC3)n1 (stereo unspecified)	-14.4%
CCc1noc(-c2ccn3c(CNC(=O)c4cc(C)ccc4C)nnc3c2)n1	10.8%
O=C(Nc1nc2c(s1)CCCCCC2)Nc1ccc(F)cc1F	?
CN(C)C[C@@H]1CN(c2ncccn2)C[C@H]1NC(=O)c1ccnn1C	15.0%
COc1ccccc1NC(=O)C1CCN(C(=O)c2sc3nc[nH]c(=O)c3c2C)CC1	-2.8%
CNC(=O)[C@@H]1C[C@@H](n2cc(C(C)(C)NC(=O)CC3CCCC3)nn2)CN1	-9.6%
SMILES	Pf Dd2 inh
CC(C)(Oc1ccc(Cl)cc1)C(=O)Nc1nc2ccc(S(C)(=O)=O)cc2s1	?
O=C(NCCC1CCN(C(=O)Nc2cc(F)ccc2F)CC1)c1cccc(F)c1	-16.9%
CCOC(=O)c1c(S(=O)(=O)NCC(=O)NCc2ccccc2Cl)c(C)n(C)c1C	48.2%[activator]
Cc1ccc(-n2c(/C=C/c3cccs3)nc3ccccc3c2=O)cc1C	8.91µM*
COc1cccc(-c2cn(C3CCN(C(=O)c4ccc(Cl)cc4)CC3)c(=O)[nH]2)c1	-19.7%
CN1CCC(N2C[C@@H]3C[C@H]2C(=O)Nc2ccccc2O3)CC1	12.3%[44.1 µM]
COCc1nc(C2CCCN(C(=O)Cc3ccc(OC)cc3)C2)no1 (stereo unspecified)	61.2%[activator]
Cc1ccc(Nc2c(-c3ccc(N4CCOCC4)cc3)nc3ncccn23)cc1	-26.5%
CCCCN(CC)CCCNC(=O)CS(=O)(=O)Cc1nc(-c2ccc(C)cc2)oc1C	?
Cc1ccc(OC2(C(=O)O)CCN(C(=O)C3CCOCC3)CC2)cc1	-7.7%
O=C(N[C@H]1CO[C@H]2[C@@H]1OC[C@@H]2n1cc(COc2ccccc2)nn1)c1ccc(C(F)(F)F)cc1	4.9%
CCOc1ccc(CNC(=O)c2ccc3[nH]c(C)c(C)c3c2)cc1OC	6.0%
O=C(NCCc1ccccn1)c1ccnc(-c2nnc3ccc(Nc4ccccc4)nn23)c1	i
CN(C)Cc1cccc(-c2cc3c(ccn3Cc3ccncc3)c(N3CCOCC3)n2)c1	?
COc1ccc(-c2noc([C@@H]3Cc4nc[nH]c4CN3C(=O)c3cccs3)n2)cc1	?
CC(C)c1noc(-c2cn(C3CCN(C(=O)COc4ccccc4)CC3)nn2)n1	?
CCN(Cc1noc(C2CCC2)n1)C(=O)C1CCN(c2ccccc2)C1=O (stereo unspecified)	-6.7%
O=C(c1ccc2nccn2c1)N1CCN(c2ncccn2)CC1	8.0%[44.1 µM]
Cc1ccc(C(=O)N2C(C(=O)NC(C)C)COC23CCN(C(=O)c2cccc([N+](=O)[O-])c2)CC3)cc1 (stereo unspecified)	i
CCOc1ccccc1NC(=O)N(Cc1ccc(F)cc1)C1CCN(CC)CC1	?
O=C(NCCOc1ccccc1)[C@@H]1C[C@@H](c2ccc(F)cc2)N([S+](=O)([O-])c2cccnc2)C1	-22.0%
O=C(N[C@H]1CCOC[C@H]1C1CCOCC1)c1ccccc1-c1ccccc1	?
COc1ccc(OC)c(NS(=O)(=O)c2ccc3c(c2)C(C)(C)C(=O)N3C)c1	?
Cc1ncoc1C(=O)N1CCCN(Cc2ccncc2)C(c2ccccc2)CC(=O)NCC1 (stereo unspecified)	?
O=C(Nc1ccccc1F)C1CCN(S(=O)(=O)c2ccc3c(c2)CCCN3C(=O)C2CCC2)CC1	-28.6%
SMILES	Pf Dd2 inh
Cc1ccccc1CNC(=O)c1ccc(NC(=O)N2CCCCc3ccccc32)cc1	48.0%
CC(C)c1ccc(CNC(=O)[C@H]2CCC[C@H]2NC(=O)c2ccncc2)cc1	?
O=C(NCCc1ccc(Cl)cc1)C1=NOC2CN(C(=O)C3CC3)CC12 (stereo unspecified)	3.4%
CN(CCc1ccccn1)C(=O)CCC[C@@H]1[C@H]2CCCN3CCC[C@@H](CN1Cc1cccnc1)[C@@H]23	?
COc1ccc(CC(=O)N2CCCN(c3cc(-c4ccc(F)cc4)[nH]n3)CC2)cc1	i
CCS(=O)(=O)N1CCc2cc(C(=O)NCc3ccc(Cl)cc3)ccc21	10.3%
O=C(c1ccc(Cl)cc1)N1CC2(CCN(Cc3ccc(Cl)cc3)C2)Cc2ccccc21 (stereo unspecified)	?
COc1ccccc1C(=O)N1CCC2(CC1)NC(=O)N(Cc1ccc(F)cc1)C2=O	?
COc1ccccc1/C=C/c1nc(C#N)c(N2CCCCCC2)o1	i
COc1ccc(CN2CCC3CC(=O)NCCC3C2)cc1 (stereo unspecified)	-11.0%[44.1 µM]
CCOc1ncccc1C(=O)N1CCN(Cc2ccccc2)CC(O)C1 (stereo unspecified)	-1.9%
Cc1ccc(-c2cc3c(=O)n(CCNC(=O)c4cccc(C#N)c4)ccn3n2)c(C)c1	?
Cc1cccc(NS(=O)(=O)c2ccc3c(c2)CCCN3C(=O)C2CCC2)c1C	i
COc1ccc(-c2cc(-c3ccncc3)c3cncn3c2)cc1	11.2µM*
CCOc1ccc(-c2nnc(SCC(=O)Nc3ccccc3C(F)(F)F)o2)cc1	9.2%
